# Screening data as filed in PubChem.
# MT1-MMP act inh: MT1-MMP (human) activation inhibition; HT1080 RFP-PRO-GFP cells, GFP/RFP ratio fluorescence, overnight; percent of plate control window, DMSO zero; GFP/RFP ratio change, % at 20 µM; 0.061% of 360,000 active; P50281;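 active = GFP/RFP ratio change of at least 30% with cell ATP level not reduced by more than half and red fluorescence within 50% of control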; note: strong numbers were not always called active
#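 Assay system – RFP-PRO-GFP reporter HT1080 cells · Compound dosing – single dose of 20 µM compound, 1% DMSO final · Incubation – overnight compound exposure at 37 °C · Measure – GFP/RFP fluorescence ratio · Benchmarks – DMSO wells and RFP-L50D-GFP cells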
# SKN-1 inh: inhibitors of C. elegans SKN-1; C. elegans VP596 Pgst-4::GFP/RFP ratio, acrylamide-induced, 24 h; inhibition, % at 21.8 µM; 0.49% of 360,000 active; AID 624304;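 active = interference check ratio from 0.5 to 1.5 plus GFP to RFP signal ratio inhibition reaching or exceeding a fixed threshold, cut at about 30% in these data, passing the limit was not always enough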; note: some compounds called inactive have numbers as strong as hits
# Rpn11 block: inhibitors of human proteasome Rpn11; calls only at 20 µM; human 26S proteasome, Ub4-pepOG fluorescence polarization; 20S core pre-blocked with epoxomicin; 0.59% of 360,000 active; AID 588493; O00487;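 active = inhibition at 20 µM, scaled to each plate's controls, above about 33%, limit read from the data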
# FAS-TE inh: inhibitors of human fatty acid synthase thioesterase domain; P49327; recombinant FAS-TE, OMFH fluorogenic substrate, fluorescence endpoint; inhibition, % at 15 µM; 0.67% of 360,000 active;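 active = compounds whose normalised, plate-corrected inhibition of enzyme fluorescence in the single-dose primary screen is 50% or more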;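 note: 0% = DMSO with enzyme and 100% = substrate without enzyme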
# CSN deneddyl inh: CSN deneddylation inhibition; Q92905; Purified CSN, SCF-Nedd8-OG deneddylation, fluorescence polarization; inhibition, % at 12.5 µM; 0.38% of 360,000 active; AID 651999;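 active = pattern-corrected inhibition above about 35%, with an unprinted fluorescence ratio check between 0.5 and 1.5, limit read from the data, passing the limit was not always enough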;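 note: 0% = enzyme with substrate and 100% = substrate without enzyme; some results filed as inactive read as strong as hits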
#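 assay system = purified human Csn5 enzyme expressed in HEK293T cells | amount = 0.24 nM enzyme | buffer or medium = Tris/NaCl/DTT buffer, pH 7.5 | reagent = 10 nM SCFSkp2-Nedd8OG | compound = one concentration, 12.5 µM, 0.25% DMSO | times = 90 min reaction at room temperature | signal = FP | read-out basis = % inhibition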
# Rin1 Abl inh: human Rin1-Abl interaction inhibition | P00519+Q13671 | TR-FRET Rin1/Abl binding, biochemical | inhibition, % at 7.35 µM | 0.4% of 360,000 active; in the data active = inhibition above about 5%, passing the limit was not always enough
# NadD block: NadD (S. aureus) enzyme inhibition; purified NadD enzyme, colorimetric absorbance read-out; inhibition, % at 20 µM; 0.78% of 360,000 active; in the data active = inhibition above about 26%; note: some compounds past the cut are filed as inactive
# Neddyl block: cullin neddylation inhibition | calls only at 25 µM | 0.58% of 360,000 active | TR-FRET cullin neddylation, biochemical | AID 651699; in the data active = inhibition above about 36%
# MLLE-PAM2 inh: blocks PAM2 peptide binding to the PABP1 MLLE domain | inhibition, % at 20 µM | AID 588489 | P11940 | GST-MLLE / FITC-PAM2 fluorescence polarization | 0.36% of 360,000 active; in the data active = inhibition above about 35%, passing the limit was not always enough;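 note: plate controls were DMSO wells with GST-MLLE for no effect and wells lacking GST-MLLE protein for full effect; some results filed as inactive read as strong as hits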
# * hit, by the source's call; i = inactive; x = no result given; + = active, no number.
SMILES	MT1-MMP act inh	SKN-1 inh	Rpn11 block	FAS-TE inh	CSN deneddyl inh	Rin1 Abl inh	NadD block	Neddyl block	MLLE-PAM2 inh
COCCNC(=O)CN1CCC(NC(=O)Nc2ccccc2)CC1	-1.1	-0.7	i	-6.9	-5.5	-3.5	0.0	i	-4.4
COc1ccc(C(=O)C2CCCN(C3Cc4ccccc4C3)C2)c(OC)c1 (configuration not stated)	-6.5	12.2	i	6.4	-9.2	2.2	1.6	i	-2.5
Cn1nc(-c2ccccc2)cc1NS(=O)(=O)c1ccccc1	-0.4	2.1	i	-5.5	-0.9	-0.9	-6.5	i	3.6
CCOC(=O)Cc1csc(NC(=S)NC(=O)c2ccccc2Br)n1	3.0	1.7	i	-6.2	-7.6	0.1	-1.2	i	38.9*
O=C(NC1CCCCC1)c1ccc(S(=O)(=O)NCc2cccnc2)cc1	4.4	5.2	i	-2.6	0.8	6.8	-1.8	i	-7.7
O=C(NCCNc1ccc([N+](=O)[O-])cc1)c1ccco1	0.8	6.0	i	-3.1	-5.9	0.7	-1.7	i	-2.9
CCC(NC(=O)c1ccncc1)c1ccccc1 (configuration not stated)	-1.8	2.4	i	-3.7	-0.8	-1.1	-0.8	i	1.6
C[C@]12C=CC(=O)C=C1CC[C@@H]1[C@@H]2[C@@H](O)C[C@@]2(C)[C@H]1CC[C@]2(O)C(=O)COC(=O)CCC(=O)NCCc1ccc(O)cc1	2.0	-5.4	i	-0.7	-0.9	4.8	2.5	i	10.3
O=C(NCc1ccco1)c1cc(-c2cccs2)nc2ccccc12	2.6	-4.4	i	6.2	-3.4	1.2	-2.6	x	-22.5
CC1(C)Cc2c(C#N)c(SCC(=O)c3ccccc3)nc(N3CCOCC3)c2CO1	-2.3	-17.5	i	17.8	-2.8	-9.7	-5.1	i	-0.4
CCOc1ccccc1CN1CCN(Cc2ccc(C)o2)C(CCO)C1 (configuration not stated)	-9.0	1.4	i	-4.2	0.0	0.2	0.5	i	-3.3
Cc1ccccc1-c1nc(CS(=O)(=O)CC(=O)NCc2ccccc2)c(C)o1	-0.7	7.9	i	9.3	-3.1	-0.3	-0.1	i	10.9
Cc1cccc(-n2ncc3c(NCCCn4ccnc4)ncnc32)c1	-7.6	-9.8	i	-5.7	1.2	0.1	0.4	i	3.6
COc1ccc(C(=O)NCc2ccon2)cc1OC1CCN(C(C)C)CC1	-0.5	-9.7	i	-8.0	1.4	0.8	1.3	i	4.2
O=C(COC(=O)/C=C/c1ccc(F)cc1)NCc1cccs1	2.3	7.2	i	0.0	-1.7	0.4	2.2	i	-2.2
COc1ccc(NC(=O)COC(=O)Cc2c[nH]c3ccccc23)cc1OC	0.0	3.8	i	0.9	-5.3	1.1	-8.2	i	-1.2
COCCOC(=O)C1=C(C)NC(=O)NC1c1c(F)cccc1Cl (configuration not stated)	6.6	-8.8	i	-5.1	2.4	3.3	3.3	i	-4.7
O=C(/C=C\N1CCOCC1)c1ccc(Br)cc1	-4.2	13.5	i	9.1	0.0	0.7	-1.0	i	-1.2
O=C1OC(N2C(=O)CC[C@H]2C(=O)Nc2ccc3c(c2)OCO3)c2ccccc21 (some centres not stated)	-0.5	10.0	i	-4.8	1.6	1.4	1.5	i	-12.3
O=C(NN1CCCCC1)c1cccc(COc2ccc(Cl)cc2)c1	1.2	3.5	i	-2.1	0.7	-2.5	-1.3	i	-9.7
C=CCc1c(C)nc2cc(-c3ccc(C)cc3)[nH]n2c1=O	-4.0	4.6	i	3.6	-1.1	-1.4	-7.4	x	9.8
OCCn1ccc(-c2ccccc2OCc2ccc(F)cc2)n1	-2.7	-3.2	i	-5.3	-4.4	-2.4	-2.6	i	-1.7
COC(=O)c1cc(NS(=O)(=O)c2ccc(N3CCCCC3)c([N+](=O)[O-])c2)cc(C(=O)OC)c1	-0.9	-8.7	i	32.0	1.2	-4.0	2.6	i	2.6
COc1ccc(C)cc1C(=O)CCC(=O)NC1CCCCC1	x	-6.9	i	2.4	-7.2	-1.8	-0.2	i	-6.4
Cc1ccc(Cn2cc(/C=N/NC(=O)Cc3nnc(NC(=O)c4ccc(C)cc4)s3)c3ccccc32)cc1	-4.6	4.6	i	-18.8	10.6	1.3	9.6	i	-17.2
Cc1cc(C)n2nc(SCC(=O)Nc3ccccc3F)nc2n1	18.4	14.6	i	-4.0	-0.1	1.8	-1.2	i	-4.6
CCCc1nn(C)c(C(=O)Nc2ccc(C)c(C)c2)c1Cl	1.3	10.3	i	18.5	-5.5	-1.8	-3.6	i	0.5
CC1CCN(C(=O)c2cc3nc(C4CC4)cc(C(F)(F)F)n3n2)CC1	-1.1	-6.5	i	1.1	4.2	2.7	-0.3	i	-7.0
Cc1ccc(C(=O)COC(=O)CCN2C(=O)C3C4CC(C(Br)C4Br)C3C2=O)cc1 (configuration not stated)	1.4	1.7	i	18.5	-1.1	-0.4	-4.8	i	7.8
COC(=O)Cc1ccc(NC(=S)Nc2ccccn2)cc1	0.3	18.4	i	1.5	1.8	-1.8	4.6	i	31.9
Nc1nc2ccc(Cl)cc2cc1C(=O)NCCc1ccc(O)cc1	-0.2	-5.1	x	x	2.1	x	x	x	x
COc1ccc(OC)c(NC(=O)c2cnc(Nc3ccccc3OC)c3ccccc23)c1	3.7	-3.1	i	34.5	-3.1	-3.1	15.1	x	-3.4
CN1CCN(S(=O)(=O)c2ccc(-c3noc(C4CCN(S(C)(=O)=O)CC4)n3)cc2)CC1	4.7	-8.4	i	-4.5	-8.3	-1.9	-5.5	i	1.3
CCOC(=O)c1c(NC(=O)CCS(=O)(=O)c2ccccc2)sc2c1CCN(C(C)C)C2	-2.1	7.5	i	-10.1	-2.1	0.8	-2.3	i	4.5
Cc1ccc(-c2csc(C(C)(O)c3ccc(F)c(F)c3)n2)cc1C (configuration not stated)	0.9	19.2	i	30.7	-1.7	-0.8	-3.8	i	0.0
Cc1cccc(C)c1OCC(O)CNC(C)(C)C (configuration not stated)	5.2	-11.1	i	-8.2	-2.9	-0.3	-4.5	i	15.8
Fc1ccccc1N1CCN(CC2CC3C=CC2C3)CC1 (configuration not stated)	7.9	4.8	i	-4.3	0.6	2.8	-4.3	i	-11.7
COc1ccc(C2CC(c3cccs3)=NN2C(=O)CSc2nc3c(cnn3-c3ccccc3)c(=O)[nH]2)cc1 (configuration not stated)	0.8	-0.3	i	29.1	-3.6	1.3	40.3*	x	-1.4
c1ccc2nc(-c3ccc(-n4ccnc4)cc3)ccc2c1	4.8	66.3*	i	2.0	0.8	-0.9	0.2	i	-3.1
CCCS(=O)(=O)NC(=O)C1(C)CCN(C(=O)c2ccccc2OC(F)(F)F)C1 (configuration not stated)	2.6	15.2	i	-8.7	-0.8	-2.0	2.6	i	-1.6
CCCCCCCC(=O)NN1CCOCC1	2.2	29.6	i	-1.8	-2.3	0.2	-7.2	i	0.5
O=C1CCCN1c1ccc(S(=O)(=O)Nc2ccc3c(c2)OCCO3)cc1	-6.8	10.9	i	-3.8	-0.9	0.8	4.9	i	-1.5
O=C(Nc1ccc(Br)cc1)c1cc(-c2ccncc2)nc2ccccc12	-9.0	11.9	i	15.0	-0.2	1.1	12.8	i	-58.2
COc1ccc(NC(=O)CN2CCC(C)CC2)c([N+](=O)[O-])c1	7.3	0.7	i	5.8	-2.8	0.5	5.0	i	0.1
O=C(Cc1ccc(F)cc1)N/N=C/c1ccncc1	1.2	-5.8	i	-8.7	3.3	-0.8	0.2	i	2.5

# Records listed above printed as active in MLLE-PAM2 inh.
mol	MT1-MMP act inh	SKN-1 inh	Rpn11 block	CSN deneddyl inh	Rin1 Abl inh	NadD block	Neddyl block	MLLE-PAM2 inh
CCOC(=O)Cc1csc(NC(=S)NC(=O)c2ccccc2Br)n1	3.0	1.7	i	-7.6	0.1	-1.2	i	38.9*

# Back to the main list with the 2 entries that preceded the break.
SMILES	MT1-MMP act inh	SKN-1 inh	Rpn11 block	FAS-TE inh	CSN deneddyl inh	Rin1 Abl inh	NadD block	Neddyl block	MLLE-PAM2 inh
COc1ccc(NC(=O)CN2CCC(C)CC2)c([N+](=O)[O-])c1	7.3	0.7	i	5.8	-2.8	0.5	5.0	i	0.1
O=C(Cc1ccc(F)cc1)N/N=C/c1ccncc1	1.2	-5.8	i	-8.7	3.3	-0.8	0.2	i	2.5
O=C(Cc1ncon1)Nc1ccc(F)c(F)c1F	-3.8	14.5	i	-10.0	2.8	0.2	1.1	i	-1.6
CN(CCO)C1=CC(=O)CC(C)(C)C1	-2.2	-14.9	i	-3.0	2.1	-1.6	3.6	i	-1.7
COc1cccc2c1OCC(CN1CCN(C3CCCCC3)C(CCO)C1)=C2 (configuration not stated)	5.7	-5.6	i	-3.1	-6.2	1.9	-5.6	i	2.1
CC(=O)N1CCC(N(CCN2CCOCC2)C(=S)Nc2cccc(C)c2)CC1	1.8	12.6	i	-16.0	-9.4	1.8	-1.8	i	11.3
CN1CCN(S(=O)C23CC4CC(CC(C4)C2)C3)CC1 (configuration not stated)	1.3	-0.9	i	-8.1	-1.1	-1.1	-4.1	i	6.2
O=C(COC(=O)CCc1c[nH]c2ccccc12)Nc1cccc(Cl)c1	-3.0	-5.3	i	13.7	4.0	4.8	-12.6	i	-13.8
COc1ccc(NC(=O)c2ccsc2NC(C)=O)cc1	-0.5	-3.8	i	0.1	-0.6	2.3	-3.2	i	-0.3
S=C(NCCSCc1ccc(Cl)cc1Cl)Nc1ccccc1	2.3	1.0	i	25.7	-4.4	0.8	-3.9	i	-8.7
O=C1CCC(C(=O)O)N1 (configuration not stated)	2.6	-5.4	i	-2.2	-5.2	-1.2	1.8	i	4.1
CN(CC(=O)Nc1cccc(F)c1)C(=O)c1cc(-c2ccco2)nc2ccccc12	-7.8	-1.3	i	2.8	54.5*	1.6	15.4	+	-11.3
CC(=O)N1CCC(C(=O)OCc2ccccc2F)(c2ccccc2)CC1	0.1	3.5	i	2.8	0.2	4.5	4.1	i	1.9
COc1ccc(F)cc1S(=O)(=O)NCC(c1ccc2c(c1)OCO2)N1CCN(C)CC1 (configuration not stated)	-2.9	11.7	i	0.3	4.8	-3.5	-0.4	i	1.2
C#CCOCCOCCOCCNc1nc(N2CCN(C(=O)CCCCCCCCCCNC(=O)[C@H](CCCCN)n3cc(CCCC(=O)O)nn3)CC2)nc(N2CCN(C(=O)CCCCCCCCCCNC(=O)[C@H](CCCCN)n3cc(CCCC(=O)O)nn3)CC2)n1	4.1	5.0	i	-12.9	2.1	1.2	-2.0	i	3.0
CCC1Oc2ccccc2N(CC(=O)NCC2CCCO2)C1=O (configuration not stated)	1.3	5.4	i	-3.0	0.9	-2.2	-0.4	i	15.2
CCOc1cc(C(=S)N2CCC(O)CC2)ccc1OS(=O)(=O)c1ccc(Br)cc1	-2.7	3.4	i	9.8	2.2	2.4	2.5	i	30.2
C=CCOc1ccc(/C=C/C(=O)OCC(=O)NC(C)c2ccc(F)cc2)cc1 (configuration not stated)	-3.3	-0.9	i	2.7	-6.0	4.8	-5.4	i	-12.7
